EBV LMP1 NFkB – reduces LMP1-driven NF-kappaB luciferase signal; LMP1-induced NF-kappaB luciferase reporter cells, luminescence; inhibition, % at 12.5 µM; hit rate 0.69% among 350,000; AID 504558; in the data active = inhibition above about 41%;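 also: 0% = neutral control wells and 100% = reference inhibitor control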
NCOA2 inhibitor – inhibits human steroid receptor coactivator 2 | HEK293 GAL4-SRC2 luciferase reporter, luminescence | inhibition, % at 9 µM | hit rate 0.17% among 370,000;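 active = inhibition above the mean inhibition of all tested compounds plus 3 SD, set per campaign, cut at about 52% in these data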;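 also: 0% = DMSO treated cells and 100% = cells given Gossypol at 36 µM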
LRH-1 inv ag – NR5A2 inverse agonism in reporter assay | O00482 | HEK293T StAR-luciferase reporter, LRH-1 transfected, 24 h | inhibition, % at 3.6 µM | hit rate 0.13% among 360,000 | AID 602396;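 active = inhibition above the mean inhibition of all tested compounds plus 3 SD, cut at about 73% in these data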;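 also: 0% = DMSO wells and 100% = reporter-only cells lacking LRH-1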
TROY NFkB inh – inhibitors of TROY-dependent NF-kB signaling; Q293 LMP1-TROYcd NF-kB luciferase reporter, 4 h; inhibition, % at 10 µM; hit rate 0.98% among 360,000;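 active = compounds whose plate-normalised and pattern-corrected inhibition of the luciferase reporter signal at the single screening dose is 50% or more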
COUP-TFII inh – inhibitors of human COUP-TFII (NR2F2) | P24468 | HEK293T NGFI-A luciferase reporter, luminescence | inhibition, % at 8.6 µM | hit rate 0.7% among 370,000 | AID 686940;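 active = inhibition above a per-plate cutoff, mean inhibition of test wells between control levels plus 3 SD, cut at about 38% in these data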;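 also: cells cotransfected with COUP-TFII expression vector driving the NGFI-A reporter; 0% = median of COUP-TF2 test wells and 100% = reporter-only cells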
TLR9-MyD88 inh – blocks human TLR9 binding to MyD88. CHO BLA complementation TLR9-MyD88, CCF4 FRET ratio. inhibition, % at 4.98 µM. hit rate 0.21% among 340,000. AID 504734;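 active = inhibition above the mean over all tested compounds plus 3 SD, cut at about 21% in these data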;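 also: 0% = DMSO only wells and 100% = clavulanate BLA inhibitor control wells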
Target sequence (Q99836 whole entry, looked up): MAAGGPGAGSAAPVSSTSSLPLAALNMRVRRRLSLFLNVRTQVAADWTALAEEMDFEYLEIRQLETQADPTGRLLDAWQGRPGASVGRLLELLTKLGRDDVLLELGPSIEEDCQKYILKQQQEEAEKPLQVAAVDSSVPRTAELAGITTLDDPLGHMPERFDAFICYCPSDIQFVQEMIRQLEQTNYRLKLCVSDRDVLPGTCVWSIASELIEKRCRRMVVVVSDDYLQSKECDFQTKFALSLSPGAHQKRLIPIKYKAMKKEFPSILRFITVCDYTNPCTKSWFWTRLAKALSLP
Target sequence (Q9NR96 whole entry, looked up): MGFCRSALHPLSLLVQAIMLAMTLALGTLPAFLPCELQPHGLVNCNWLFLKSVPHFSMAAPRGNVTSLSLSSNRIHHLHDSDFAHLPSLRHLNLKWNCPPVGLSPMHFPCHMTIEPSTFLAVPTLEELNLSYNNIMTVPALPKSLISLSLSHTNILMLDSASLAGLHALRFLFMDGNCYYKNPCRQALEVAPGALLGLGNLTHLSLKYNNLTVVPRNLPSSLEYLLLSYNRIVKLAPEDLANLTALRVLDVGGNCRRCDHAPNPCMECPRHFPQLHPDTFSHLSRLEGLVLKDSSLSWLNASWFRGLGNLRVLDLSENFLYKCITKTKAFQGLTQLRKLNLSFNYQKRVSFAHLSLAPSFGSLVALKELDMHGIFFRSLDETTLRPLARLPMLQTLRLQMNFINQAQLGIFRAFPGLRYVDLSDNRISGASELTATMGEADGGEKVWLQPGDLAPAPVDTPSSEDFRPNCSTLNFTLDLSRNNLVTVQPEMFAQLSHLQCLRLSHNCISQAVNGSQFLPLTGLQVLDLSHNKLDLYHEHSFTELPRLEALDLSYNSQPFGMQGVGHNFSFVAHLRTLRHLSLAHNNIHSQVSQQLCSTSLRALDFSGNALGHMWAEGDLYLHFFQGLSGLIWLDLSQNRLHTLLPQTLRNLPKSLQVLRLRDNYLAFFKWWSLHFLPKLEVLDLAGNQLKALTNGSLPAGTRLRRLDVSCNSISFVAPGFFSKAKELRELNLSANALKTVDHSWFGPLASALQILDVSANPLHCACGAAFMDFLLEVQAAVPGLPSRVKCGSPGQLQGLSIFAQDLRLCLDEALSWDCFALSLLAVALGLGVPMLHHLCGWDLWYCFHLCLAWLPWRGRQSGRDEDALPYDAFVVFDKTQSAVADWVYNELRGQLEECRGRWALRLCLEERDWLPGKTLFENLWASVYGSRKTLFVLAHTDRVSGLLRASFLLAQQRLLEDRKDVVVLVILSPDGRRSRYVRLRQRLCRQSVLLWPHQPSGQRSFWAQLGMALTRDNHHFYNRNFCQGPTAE
NCOA3 inh – human NCOA3 inhibition | Q9Y6Q9 | HEK293 GAL4-SRC3 luciferase reporter, luminescence | inhibition, % at 3.6 µM | hit rate 0.17% among 360,000;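 active = inhibition above a per-campaign cutoff, the mean of all compounds plus 3 SD, cut at about 60% in these data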;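 also: 0% = DMSO-treated cells and 100% = gossypol-treated cells at 36 µM; higher means less SRC3-driven luciferase light from the GAL4 reporter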
NOD2 RIPK2 PPI – blocks binding of human NOD2 to RIPK2; CHO BLA complementation NOD2-RIPK2, CCF4 ratio; inhibition, % at 4.98 µM; hit rate 0.38% among 360,000; AID 624267; O43353; in the data active = inhibition above about 21%;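 also: 0% = vehicle only and 100% = reference blocker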
C8 TRAIL sens – sensitizes caspase-8 expressing cells to TRAIL; NB7+C8 cells + TRAIL, ATPlite viability luminescence; inhibition (viability loss, TRAIL sensitization), % at 10 µM; hit rate 1% among 360,000;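 active = compounds causing at least 50% loss of cell viability in the single-dose screen, relative to plate controls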
TWEAK-Fn14 inh – inhibitors of TWEAK-Fn14 interaction signaling; TWEAK-stimulated Fn14 reporter cells, luciferase luminescence, 8 h; inhibition, % at 10 µM; hit rate 2% among 360,000; AID 1159606; in the data active = inhibition above about 50%
NCOA1 inh – inhibitors of human steroid receptor coactivator 1 (SRC1); inhibition, % at 3.6 µM; Q15788; HEK293 GAL4-SRC1 luciferase reporter, luminescence; AID 588354; hit rate 0.12% among 360,000;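 active = inhibition above the campaign mean plus 3 SD, with each screening campaign given its own cutoff, cut at about 60% in these data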;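 also: 0% = DMSO treated cells and 100% = gossypol at 36 µM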
Active calls of the source: *; x = no result given.

SMILES | EBV LMP1 NFkB | NCOA2 inhibitor | LRH-1 inv ag | TROY NFkB inh | COUP-TFII inh | TLR9-MyD88 inh | NCOA3 inh | NOD2 RIPK2 PPI | C8 TRAIL sens | TWEAK-Fn14 inh | NCOA1 inh
Cc1ccc(NC(=O)Cn2c([N+](=O)[O-])cnc2C)cc1Cl | 2 | 7 | 7 | 4 | 3 | 1 | -1 | 10 | 1 | -5 | -9
Cc1onc(-c2ccccc2)c1C(=O)Nc1ccc(S(=O)(=O)NC2=NCCCCC2)cc1 | 2 | 7 | 9 | -6 | -9 | 9 | 2 | 2 | 9 | -4 | 3
COc1ccc(-c2[nH]ncc2-c2cscn2)c(O)c1 | -3 | 13 | -7 | -3 | -2 | x | 2 | -3 | -1 | 10 | -4
COc1cc(NC(=O)CN2C(=O)NC(C)(CC(C)C)C2=O)cc(OC)c1 (stereo unspecified) | 4 | -4 | 1 | 2 | 13 | -6 | -7 | 1 | -3 | -13 | -8
CCN1CCN(c2c(Cl)cccc2NC(=O)c2ccc(Br)o2)CC1 | 11 | 8 | 17 | 3 | 4 | -6 | 16 | 2 | 17 | -38 | 16
Cc1ccc(S(=O)(=O)N/N=c2\sc3ccccc3n2C)cc1 | -3 | 10 | 1 | 18 | -3 | -1 | -4 | 0 | 0 | -3 | -11
COC(=O)c1ccc(C)c(NC(=O)c2ccc(Cn3cc([N+](=O)[O-])cn3)o2)c1 | -7 | -2 | 31 | 7 | 16 | 3 | 31 | -14 | 1 | 10 | -2
NC(=O)C1CCCN1S(=O)(=O)c1ccc2ccccc2c1 (stereo unspecified) | x | 8 | 8 | -5 | -19 | -9 | 13 | 2 | 0 | 28 | -76
Cc1nc2ccc(NC(=O)N3CCCCC3)cc2s1 | -14 | -24 | -30 | -2 | -27 | 1 | -15 | -21 | 16 | 3 | -37
COc1ccccc1CC(=O)N1CCN(c2ccccc2)CC1 | 13 | -7 | -1 | -2 | 9 | 2 | -3 | -11 | -12 | 0 | 4
COc1ccc(C(=O)COC(=O)Cn2[nH]c(=O)c3ccccc3c2=O)c(OC)c1 | -3 | 28 | -9 | 24 | -11 | 4 | 4 | 2 | -4 | -47 | -3
Cc1ccc(C2CC(=O)C=C(NCc3ccccc3)C2)cc1 (stereo unspecified) | 1 | -13 | 7 | -6 | 4 | -3 | 0 | -3 | 24 | 19 | -9
Cc1ccccc1Cn1cc(S(=O)(=O)CC(=O)N2CCCCC2)c2ccccc21 | 3 | -7 | -12 | 11 | -4 | 5 | 20 | -5 | 5 | -3 | 18
C=CCNc1nc(NCC)nc(N2CCOCC2)n1 | 3 | -22 | -10 | 14 | 9 | 0 | -6 | 0 | -13 | 6 | -15
COc1ccc(C(=O)/C=C/c2ccc(O)cc2)c(O)c1C/C=C(\C)CCC=C(C)C | -20 | -6 | -26 | -17 | 8 | -3 | 6 | -3 | 8 | -2 | -1
CN(C)CCCN(C(=O)COc1ccccc1)c1nc2c(F)cccc2s1 | 1 | 10 | 12 | 1 | -6 | 5 | 12 | 5 | -30 | -12 | -7
C=CCCC(=O)N1C[C@H]2CON(C)[C@H]2C[C@H]1c1ccc(Br)cc1 | -2 | 25 | 37 | -14 | -4 | 0 | 21 | -7 | 2 | -13 | 5
COc1ccc2ccccc2c1/C=N/NC(=O)c1sc(N)c(C#N)c1C | -3 | 1 | 8 | 22 | 19 | 21* | 19 | 22* | 10 | 40 | -7
CCN(CC(=O)Nc1ccc2c(c1)OCCO2)S(=O)(=O)c1cccs1 | -14 | -12 | -7 | -12 | -8 | 10 | 1 | -1 | -8 | -2 | -43
Cc1nc2c(Br)c3nc(C(F)(F)F)[nH]c3c(Br)c2[nH]1 | -6 | x | 15 | 17 | x | -10 | -7 | -4 | -7 | 1 | -39
O=C(Cc1ccc(F)cc1)Nc1cccc2cccnc12 | -7 | -11 | -21 | -42 | 3 | 2 | 16 | -9 | 5 | -10 | -9
O=C(NCc1ccccc1)c1csc2c1CCCCC2 | 1 | -26 | -15 | -28 | -3 | 2 | -3 | 11 | -5 | -11 | -15
CCC(C)(C)n1nnnc1C(c1ccc(OC)cc1)N1CCN(C(=O)c2ccco2)CC1 (stereo unspecified) | -3 | -10 | 12 | -4 | -5 | -1 | -4 | -2 | -9 | 5 | 3
CCCCC1=CC2=CC(=O)C(C)(OC(=O)CC)C(=O)C2=CN1CCCCO (stereo unspecified) | -8 | -12 | 18 | 2 | 8 | -2 | -3 | 9 | -14 | 5 | 3
O=C(Nc1ccc(N2CCN(Cc3ccccc3)CC2)cc1)c1ncn[nH]1 | 9 | -2 | -4 | -15 | 6 | -4 | 14 | 5 | -8 | -6 | 15
CC(C)CNC(=O)CN1C(=O)NC2(CCc3ccccc32)C1=O (stereo unspecified) | -3 | 17 | 8 | -3 | 15 | 3 | -9 | -2 | -3 | 17 | 4
Cc1ccc(/C=N/NC(=O)NC2CCCCC2)o1 | -7 | -15 | -49 | -9 | -11 | -16 | -35 | 2 | 0 | -17 | -36
COC(=O)[C@@H](NC(=O)c1ccc(OC2CCN(Cc3ccccn3)CC2)cc1)C(C)C | -10 | 17 | 11 | -9 | 0 | -6 | 4 | -7 | 1 | -2 | 13
O=C(CN1CCN(c2ncccn2)CC1)NCc1ccc2c(c1)OCO2 | -7 | -9 | 3 | 5 | 8 | 3 | 5 | -6 | -5 | 20 | -10
CC(C)C[C@H](NC(=O)c1[nH]cnc1C(=O)N[C@@H](Cc1ccccc1)C(=O)OCc1ccccc1)C(=O)OC(C)(C)C | -3 | 0 | 21 | 7 | -12 | 1 | 5 | 1 | 34 | 19 | -3
Cn1c(=O)c2c(nc(N/N=C/c3ccc(OC(=O)c4ccco4)cc3)n2Cc2ccc(F)cc2)n(C)c1=O | 5 | 12 | 0 | 26 | 0 | 4 | -5 | -12 | 23 | 31 | -11
Cc1cc(C)cc(-n2ccnc2SCC(=O)O)c1 | -7 | -7 | 14 | 1 | -13 | -13 | 23 | 7 | -18 | 6 | -2
COc1cc(OC)cc(C(=O)N[C@H](C(=O)Nc2cc(C)cc(C)c2)C(C)C)c1 | -2 | -19 | 13 | -5 | 16 | -7 | 4 | 2 | -10 | -1 | -2
COc1cc([N+](=O)[O-])cc(/C=N/NC(=O)c2cncc(Br)c2)c1O | 1 | 6 | 3 | -15 | 5 | -3 | 7 | 13 | -4 | -3 | 1
CCc1nnc(NC(=O)CSc2ncnc3c2cnn3-c2ccc(OC)cc2)s1 | 2 | -6 | 8 | 12 | -16 | -5 | -32 | -7 | -2 | -19 | -13
O=C1c2ccccc2NC(c2ccccc2Br)N1CCCN1CCOCC1 (stereo unspecified) | -1 | 9 | -5 | 2 | -6 | -4 | 0 | -9 | -4 | 30 | -9
Nn1c(SCC(=O)Nc2ccc(S(N)(=O)=O)cc2)nnc1-c1ccco1 | 6 | -6 | 4 | 57* | -9 | -9 | 1 | -12 | -5 | 9 | -5
Cc1ccc2[nH]c3ccccc3c(=O)c2c1 | 0 | -44 | -7 | -15 | -21 | -31 | -78 | 4 | 10 | -18 | -21
Cc1cc(C)c(S(=O)(=O)NCCn2ccc3ccccc32)c(C)c1 | 1 | 3 | 3 | 3 | -13 | -3 | -13 | -6 | -3 | 17 | -7
COc1ccc(-c2nnc(SCC(=O)N3CCCC3)o2)cc1 | -28 | -39 | -43 | -46 | -38 | 11 | -37 | -10 | -4 | 7 | -75

In another format: results already given
Sequence of screens – EBV LMP1 NFkB, NCOA2 inhibitor, LRH-1 inv ag, TROY NFkB inh, COUP-TFII inh, TLR9-MyD88 inh, NCOA3 inh, NOD2 RIPK2 PPI, C8 TRAIL sens, TWEAK-Fn14 inh, NCOA1 inh
> Cc1cc(C)cc(-n2ccnc2SCC(=O)O)c1
    -7, -7, 14, 1, -13, -13, 23, 7, -18, 6, -2
> COc1cc(OC)cc(C(=O)N[C@H](C(=O)Nc2cc(C)cc(C)c2)C(C)C)c1
    -2, -19, 13, -5, 16, -7, 4, 2, -10, -1, -2
> COc1cc([N+](=O)[O-])cc(/C=N/NC(=O)c2cncc(Br)c2)c1O
    1, 6, 3, -15, 5, -3, 7, 13, -4, -3, 1
> CCc1nnc(NC(=O)CSc2ncnc3c2cnn3-c2ccc(OC)cc2)s1
    2, -6, 8, 12, -16, -5, -32, -7, -2, -19, -13
> O=C1c2ccccc2NC(c2ccccc2Br)N1CCCN1CCOCC1 (stereo unspecified)
    -1, 9, -5, 2, -6, -4, 0, -9, -4, 30, -9
> Nn1c(SCC(=O)Nc2ccc(S(N)(=O)=O)cc2)nnc1-c1ccco1
    6, -6, 4, 57*, -9, -9, 1, -12, -5, 9, -5
> Cc1ccc2[nH]c3ccccc3c(=O)c2c1
    0, -44, -7, -15, -21, -31, -78, 4, 10, -18, -21
> Cc1cc(C)c(S(=O)(=O)NCCn2ccc3ccccc32)c(C)c1
    1, 3, 3, 3, -13, -3, -13, -6, -3, 17, -7
> COc1ccc(-c2nnc(SCC(=O)N3CCCC3)o2)cc1
    -28, -39, -43, -46, -38, 11, -37, -10, -4, 7, -75

Further entries.
SMILES | EBV LMP1 NFkB | NCOA2 inhibitor | LRH-1 inv ag | TROY NFkB inh | COUP-TFII inh | TLR9-MyD88 inh | NCOA3 inh | NOD2 RIPK2 PPI | C8 TRAIL sens | TWEAK-Fn14 inh | NCOA1 inh
COc1nc(Nc2ccc(O)cc2)nc(OC(C(F)(F)F)C(F)(F)F)n1 | 0 | 5 | 2 | -1 | -6 | 5 | 0 | 0 | 3 | 22 | 9
CN1CCN(CCCCOc2ccccc2C=O)CC1 | -6 | -39 | 16 | 8 | -11 | -4 | 16 | 5 | 0 | -4 | 7
CC(C)NC(=O)N1Cc2cc(C(=O)NC3CCCC3)nc(-c3cccc(-c4cccnc4)c3)c2[C@@H]1CCO | x | 16 | 53 | -5 | 1 | x | x | -6 | -12 | 15 | x
Cc1cccc(C(=O)Nc2nnc(SCC(=O)NCc3ccco3)s2)c1 | -16 | -50 | -76 | -33 | -29 | 8 | -61 | 7 | 24 | 4 | -85
COc1cc(NC(=O)CN2C(=O)CSc3ccc(S(=O)(=O)N4CCCC4)cc32)cc(OC)c1 | -4 | -11 | -5 | -5 | 19 | 1 | 17 | -8 | -7 | -4 | 10
Brc1cc(Br)c2nc3c(cc2c1)CCC3 | -1 | -18 | 9 | -13 | -3 | -6 | -7 | 10 | 10 | 8 | 13
CC1(C)C(=O)NCCN1C(=O)CCCC(=O)O | 2 | 0 | 7 | 9 | 3 | 1 | 16 | 5 | 5 | -3 | 0

Compound activity: PubChem, several laboratories

A portion of the library (hit frequency here may not be typical).
